Rat MKP-3 inhibitors = inhibition of rat DUSP6 enzyme activity – biochemical, in vitro, primary screen (AID 425); recombinant MKP-3 phosphatase activity, fluorescence; higher % means a stronger effect; one-dose inhibition, % at 20 µM; IC50 in µM for titrated hits; actives 0.17% (n = 110,000); in the data active means inhibition above about 50%;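 further: plate controls were vehicle for no effect and reference inhibitor for full effect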
Hsp70 inhibitors = Hsp70 inhibitors, probe displacement, primary screen, biochemical, fluorescence polarization (AID 583); Hsp70 fluorescence polarization probe displacement, mP; higher % means a stronger effect; one-dose displacement, % at 20 µM; IC50 in µM for titrated hits; actives 0.06% (n = 140,000); in the data active means displacement above about 50%;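 further: plate controls were vehicle for no effect and reference ligand for full effect; a part of the inactive calls stands beside numbers as strong as those of hits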
The depositor's hits bear a star; . = no result given; & = joins results of further samples.

SMILES | Rat MKP-3 inhibitors | Hsp70 inhibitors
COc1cccc(C(C(=O)NC2CCCCC2)N(C(=O)c2ccco2)c2ccc(-n3cnnn3)c(C)c2)c1 (stereo not drawn) | . | 10.7%
COc1ccccc1N1CCN(C(=O)CCc2ccc(S(=O)(=O)NC(C)C)cc2)CC1 | -2.1% | -1.5%
S=c1[nH]nc(-c2ccco2)n1Cc1ccccc1 | 8.0% | 0.7%
CC1(C)SSC(=O)C1NC(=O)c1ccccc1 (stereo not drawn) | -3.8% | -3.3%
O=C1NN(c2ccc(F)c(Cl)c2)C(=O)/C1=C\c1cccc(OC(=O)c2cccs2)c1 | . | -1.6%
COc1ccccc1C(=O)Nc1ccccc1N1CCOCC1 | . | 5.2%
COc1ccccc1N1CCN(C(=O)c2cc3c(-c4ccc(Cl)cc4)nn(C)c3s2)CC1 | 13.4% | 0.9%
CC(C)CNC(=O)c1cccc(NC(=O)c2ccccc2-c2ccccc2C(=O)O)c1 | 1.2% | 0.0%
Cn1c(=O)oc2cc(S(=O)(=O)N3CCCC(C(=O)NCc4ccc5c(c4)OCO5)C3)ccc21 (stereo not drawn) | -4.0% | -2.7%
CC(c1ccccc1)n1cnc2ccccc21 (stereo not drawn) | -2.1% | -1.1%
CC(C)Oc1cccc(C(=O)Nc2ccc(CN3CCOCC3)cc2)c1 | 0.6% | -1.7%
COc1ccc(S(=O)(=O)n2cnc3ccccc32)cc1[N+](=O)[O-] | 3.4% | -0.8%
Cc1ccccc1OCCNC(=O)c1cccc2ccccc12 | 12.5% | 1.2%
CCOC(=O)c1sc2nccc(N(C)C)c2c1N=CNOCc1ccccc1 | . | -2.5%
COc1ccc(/C(N)=N/OC(=O)c2cccc([N+](=O)[O-])c2C)cc1 | 0.7% | -3.0%
CC1CN(c2ccc([N+](=O)[O-])cc2)CCN1S(C)(=O)=O (stereo not drawn) | -0.3% | -0.1%
CC(=O)c1nn(-c2ccc(Br)cc2)cc1C(=O)c1ccco1 | . | -3.6%
CCC(NC(=O)c1ccccc1O)c1ccccc1 (stereo not drawn) | -2.3% | 5.5%
CCC(=O)Nc1cccc(NC(=O)CSc2nnnn2C)c1 | 1.0% | -7.2%
Cn1c(=O)n(C)c2cc(NC(=O)CSc3nnc(-c4ccccc4O)n3-c3ccccc3)ccc21 | -8.9% | 9.1%
Cc1ccc(Cl)cc1N1CCN(S(=O)(=O)c2c(C)[nH]c(=O)[nH]c2=O)CC1 | -2.8% | -2.7%
N#C/C(=C(\O)c1ccco1)c1ccccn1 | -7.8% | -1.9%
Cc1ccc(C(=O)/C=C2\NCC(C)NC2=O)cc1 (stereo not drawn) | . | -3.2%
CC(=O)C1=C(O)C(=O)N(CCCC(=O)O)C1c1ccc(F)cc1 (stereo not drawn) | 2.0% | 4.5%
COc1cc(C2N(c3cccc(Cl)c3)C(=O)C3CCCN32)cc(OC)c1OC (stereo not drawn) | 3.6% | -4.5%

Next section; the last two above are carried over.
SMILES | Rat MKP-3 inhibitors | Hsp70 inhibitors
CC(=O)C1=C(O)C(=O)N(CCCC(=O)O)C1c1ccc(F)cc1 (stereo not drawn) | 2.0% | 4.5%
COc1cc(C2N(c3cccc(Cl)c3)C(=O)C3CCCN32)cc(OC)c1OC (stereo not drawn) | 3.6% | -4.5%
Cc1ccc(-n2c(SCC3CCCCO3)nnc2-c2ccco2)cc1 (stereo not drawn) | -3.5% | 4.6%
O=C(O)C1CCCCC1C(=O)Nc1ccc(F)cc1F (stereo not drawn) | . | -1.3%
Cc1ccc(NC(=O)CN(C)C(=O)CN2C(=O)NC(C)(c3ccccc3)C2=O)cc1 (stereo not drawn) | 5.7% | -3.7%
COC(=O)Cc1c(C)nc2nc(-c3ccccc3)[nH]n2c1=O | -0.5% | -0.5%
O=S(=O)(Cc1ccccc1Cl)CC(O)COc1ccccc1Cl (stereo not drawn) | . | -10.7%
COc1ccccc1CC(=O)Nc1ccc(-c2noc(COc3ccc(Br)cc3)n2)cc1 | . | 4.4%
O=C(COC(=O)c1ccccc1O)Nc1ccc(OC(F)F)cc1 | -12.6% | -0.5%
Cc1ccc(C(=O)NCCNc2ccc([N+](=O)[O-])cc2)cc1 | 4.3% | 8.3%
CCOC(=O)N1CCN(C(=O)CSc2nnc(-c3cccc(Cl)c3)o2)CC1 | 3.7% | 1.8%
Cc1ccc(NC(=O)c2cccc(F)c2)c(C)c1 | 1.6% | 7.2%
COC(=O)c1cc(NC(=O)c2cccc(OC(C)C)c2)cc(C(=O)OC)c1 | 4.7% | -6.2%
O=C(Nc1ccc2c(c1)oc1ccccc12)c1ccc([N+](=O)[O-])cc1 | 0.5% | -1.3%
Cc1ccc(C(C)C)c(OCCNC(=O)c2cccs2)c1 | 2.2% | 0.6%
Cc1cccc2cc3c(NC(=O)C(C)C)nn(C)c3nc12 | -4.9% | 6.1%
CCCCC1CCC(C(=O)Nc2nc3ccccc3n2C)CC1 (stereo not drawn) | 3.5% | -2.8%
Cc1[nH]n2c(=O)cc(C(C)(C)C)nc2c1-c1ccccc1 | 2.0% | -0.8%
COc1cc(CN2CCN(S(=O)(=O)c3ccc(NC(C)=O)cc3)CC2)cc(OC)c1O | -10.9% | -8.9%
Cc1nn2c3ccccc3nc2n(Cc2ccccc2)c1=O | -2.5% | 3.9%
COc1cc(OC)c(NC(=O)Nc2ccc(OC)c(OC)c2)cc1Cl | -6.8% | 1.0%
COc1ccc(-c2noc(COc3ccc4ccccc4c3Br)n2)cc1OC | -6.3% | -5.6%
COc1ccc(NC(=O)CSc2nnc(Cn3c(=O)sc4ccccc43)n2C)c(OC)c1 | -5.1% | 7.2%
COc1ccc(C(=O)Oc2ccc3c(c2)C(C)=CC(C)(C)N3)cc1 | -0.3% | 2.3%
CCCN(CCC)C(=O)c1c(NC(=O)c2ccccc2Cl)sc2c1CCCC2 | -6.1% | -0.4%
CC1=C/C(=N/S(=O)(=O)c2ccc(C)cc2)C=C(Cl)C1=O | 6.7% | 2.0%
CSc1nc(C)c(Cl)c(C)c1C#N | 7.0% | 2.2%

(next part)
SMILES | Rat MKP-3 inhibitors | Hsp70 inhibitors
COc1ccccc1-n1c(O)c(C=C2C=Nc3ccccc32)c(=O)[nH]c1=S | 2.5% | -5.0%
Cc1cc(C)cc(OCC(=O)OCC(=O)Nc2ccc(Cl)cn2)c1 | . | 4.2%
Cc1ccc(OCC(=O)Nc2cc(Cl)cc(Cl)c2)cc1C | -2.8% | 2.6%
O=C(NCCCn1ccnc1)c1cc(C2CC2)on1 | -3.0% | 4.5%
CCOC(=O)C1=C(C)N=c2s/c(=C\c3ccc(N(CC)CC)o3)c(=O)n2C1c1ccc(OC)c(OC)c1 (stereo not drawn) | -0.1% | -70.3%
COc1ccc(CCC(=O)NCCC(c2ccccc2)c2ccccc2)cc1 | 5.6% | 1.9%
CCOc1ccc(NC(=O)/C=C/c2ccc([N+](=O)[O-])cc2)cc1 | -2.5% | 3.5%
CC(C)CCNC(=O)CCn1nc(-c2ccccc2)ccc1=O | -2.9% | -2.0%
CCCCCCCC(=O)N/N=C/c1cccnc1 | . | 0.7%
O=C(COc1ccc2ccccc2c1)Nc1ccc(S(=O)(=O)Nc2nccs2)cc1 | 1.1% | 2.8%
O=c1ccccn1Cc1ccccc1F | 4.7% | 3.0%
CC1(C)CC(=O)c2cc(OCC(=O)NCc3cccnc3)ccc2O1 | 0.7% | 2.1%
COC(=O)CNC(=O)c1nn(-c2cccc(OC)c2)c(=O)c2ccccc12 | 7.0% | -4.8%
O=C1CCCc2c1nc(-c1cccc(Cl)c1)n2O | . | 2.7%
CNC(=O)CN(c1ccc(OC)cc1)S(=O)(=O)c1ccc(C)cc1 | -2.1% | 0.7%
COc1ccc(-c2c(C#N)c(SCC(=O)Nc3ccccc3)nc3c2CCCC3)cc1 | . | -1.6%
Cc1occc1C(=O)NC1CCCc2ccccc21 (stereo not drawn) | 2.2% | 3.8%
CCCC(=O)N(CCc1ccc(OC)cc1)Cc1nc2ccccc2c(=O)[nH]1 | . | 3.6%
CCN1C(=O)c2cccc3c(S(=O)(=O)Nc4ccccn4)ccc1c23 | -16.4% | 3.9%
CC(C)OC(=O)c1c(-c2ccc(F)cc2)csc1N | 5.8% | 1.9%
CCOc1ccc(S(=O)(=O)N/N=C/c2c(C)[nH]c(=O)[nH]c2=O)cc1 | 1.6% | -7.7%
CCCC(c1nnnn1Cc1ccccc1)N1CCN(c2ccccc2OC)CC1 (stereo not drawn) | -5.4% | -5.8%
COc1ccc(CCn2c(C)cc(C(=O)CSc3nnnn3-c3ccccc3)c2C)cc1 | . | 4.3%
CCCCn1c(SCC(=O)Nc2cc(C)on2)nnc1-c1cccnc1 | -2.0% | 2.4%
O=C(O)/C=C/C(=O)Nc1ccccc1-c1ccccc1 | -0.7% | 0.2%

Given as comma-separated lines: entries from further up
molecule,Rat MKP-3 inhibitors,Hsp70 inhibitors
O=c1ccccn1Cc1ccccc1F,4.7%,3.0%
CC1(C)CC(=O)c2cc(OCC(=O)NCc3cccnc3)ccc2O1,0.7%,2.1%
COC(=O)CNC(=O)c1nn(-c2cccc(OC)c2)c(=O)c2ccccc12,7.0%,-4.8%
O=C1CCCc2c1nc(-c1cccc(Cl)c1)n2O,.,2.7%

(cont.)
SMILES | Rat MKP-3 inhibitors | Hsp70 inhibitors
CCCOC(=O)c1ccc(NC(=O)c2ccc(-c3cccc(Cl)c3)o2)cc1 | 5.4% | 0.2%
COCCOCCOCCC(=O)NC1CC2CCC1(C)C2(C)C (stereo not drawn) | -4.1% | 4.3%
CC(C)OC(=O)c1c(NC(=O)c2ccco2)sc2c1CCCC2 | . | 2.7%
Cc1coc2c(O)cc3c(c12)OC1(N2CCCCC2)C(=O)NCCCC31 (stereo not drawn) | 41.9% | 4.6%
Cc1nn(C)c(C)c1Sc1ccc(Br)cc1 | -4.2%&2.1% | -0.4%&-2.7%
O=C(Nc1cccc(F)c1)Nc1ccccn1 | -4.3% | .
CCCn1c(SCC(=O)O)nc2ccccc21 | -9.9%&1.8% | 3.2%&1.3%
CN(C)S(=O)(=O)N1CCN(Cc2ccccc2)CC1 | . | -0.3%
Cc1c(NS(=O)(=O)c2ccc(F)cc2)c(=O)n(-c2ccccc2)n1C | 3.9% | 1.2%
CCOC(=O)N1CCN(Cc2ccccn2)CC1 | 2.9% | 4.2%
CCn1c2ccccc2c2nnc(SCC(=O)c3ccccc3)nc21 | -17.1% | 0.5%
Cc1ccc(C2C(C#N)=C(N)Oc3c2sc2ccccc32)o1 (stereo not drawn) | 1.9%&2.8% | -73.4%&-8.7%
CC(C)(C)NC(=O)Cn1nnc(-c2ccc(S(C)(=O)=O)cc2)n1 | -5.6% | 1.3%
C/C(Cl)=C/Cn1c(N2CCCC2)nc2c1c(=O)n(C)c(=O)n2C | 1.2% | 5.3%
Cc1ccc(NCC(=O)N/N=C\C(Br)=C\c2ccccc2)cc1 | . | -11.5%
C#CCOc1ccc(C=C2C(=O)NC(=S)NC2=O)cc1Br | 3.2% | 6.7%
CC(C)CCSc1nc(N2CCOCC2)c2c(c1C#N)CC(C)(C)OC2 | -2.4% | -3.4%
CCOc1ncccc1C(=O)OCC(=O)NCCc1ccccc1 | . | 9.4%
CCOC(=O)N1CCN(CC(=O)Nc2c(C(=O)OC)[nH]c3ccc(Cl)cc23)CC1 | -3.0% | -1.9%
COc1cc([N+](=O)[O-])ccc1N/C(N)=N\c1nc(C)cc(C)n1 | 2.5% | -3.6%
CC(=O)Nc1nc(C)c(Oc2ccccc2)c(=O)[nH]1 | -4.9% | 2.7%
O=C(CCN1CCCC1)Nc1cccc(Br)c1 | 2.6% | 1.1%
COc1ccccc1C/C(N)=N/OC(=O)COc1ccc(Cl)cc1 | -0.6% | 0.2%
COCCCNC(=O)c1sc2ncnc(N3CCc4ccccc4C3)c2c1C | . | 3.0%
CCCCc1ccc(NC(=O)COCC)cc1 | 3.8% | -1.0%

Profiles, quoted from the list. Order of screens: Rat MKP-3 inhibitors | Hsp70 inhibitors
CCOC(=O)N1CCN(Cc2ccccn2)CC1 as listed: 2.9% | 4.2%
CCCCc1ccc(NC(=O)COCC)cc1 as listed: 3.8% | -1.0%

Entries shown so far with a tert-butyl group, in the order listed:
SMILES | Rat MKP-3 inhibitors | Hsp70 inhibitors
Cc1[nH]n2c(=O)cc(C(C)(C)C)nc2c1-c1ccccc1 | 2.0% | -0.8%
CC(C)(C)NC(=O)Cn1nnc(-c2ccc(S(C)(=O)=O)cc2)n1 | -5.6% | 1.3%

More results follow.
SMILES | Rat MKP-3 inhibitors | Hsp70 inhibitors
COc1cccc(C2c3c(oc4ccc(F)cc4c3=O)C(=O)N2CCCN2CCOCC2)c1 (stereo not drawn) | -17.4% | .
N#C/C(=C\c1ccc(OCc2ccccc2)cc1)c1nc(-c2ccc(Br)cc2)cs1 | 1.8% | 0.4%
CCCCN(C)S(=O)(=O)c1c(C)[nH]c(=O)[nH]c1=O | . | -4.5%
CCOC(=O)c1sc(N(C)C)nc1-c1ccccc1 | . | 2.5%
CCOc1ccc(C(=O)Nc2cccc(-c3nc4cc(Cl)ccc4o3)c2C)cc1Br | 0.4% | 0.9%
CCCOc1ccc2nc(C)c(CCC)c(Cl)c2c1 | 0.0% | -2.1%
Cc1cc(C)nc(NC(=O)CCCC(=O)O)c1 | 6.5% | 0.4%
CN(CC1CCCO1)S(=O)(=O)c1ccc(C(=O)Nc2nc(-c3ccccn3)cs2)cc1 (stereo not drawn) | 5.8% | .
O=C(CN(Cc1ccco1)C(=O)CNS(=O)(=O)c1ccc(Cl)cc1)NCc1ccc(F)cc1 | 2.6% | 1.8%
O=C(O)CCCC(=O)Nc1cccc2cccnc12 | -0.7% | 0.2%
O=C(N=Nc1c(O)n(CN2CCCC2)c2ccc(Br)cc12)c1cccnc1 | 1.9% | 0.0%
O=c1c2ccccc2oc2nc(-c3ccco3)n(CCc3ccccc3)c(=O)c12 | 4.1% | 2.9%
CC(=O)NC(=O)NC1OC(=O)C(Cl)=C1Cl (stereo not drawn) | -3.1% | 4.7%
CCN(CC)CCn1c2ccccc2n2cc(-c3ccc(OC)c(OC)c3)nc12 | 5.0% | -1.8%

Screening data: PubChem, Sanford-Burnham Center for Chemical Genomics

These rows are one share of the data; the hit share may differ from the screen's.
